E-sel inducer: induces E-selectin expression in human endothelial cells; P16581; HUVEC E-selectin immunofluorescence imaging; normalized: neutral wells 0, TNF-alpha wells 100; activation, % at 7.58 µM; 260,000 tested, 0.37% active;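 active means mean E-selectin-positive cell signal at least 10% of the positive control, reached in at least 60% of replicates, without over 20% cell loss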;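 further: in these data hits start at about 27%; measured in HUVEC primary endothelial cells; signal is the percent of cells scored E-selectin positive by PE staining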
Target sequence (P16581 whole entry, looked up): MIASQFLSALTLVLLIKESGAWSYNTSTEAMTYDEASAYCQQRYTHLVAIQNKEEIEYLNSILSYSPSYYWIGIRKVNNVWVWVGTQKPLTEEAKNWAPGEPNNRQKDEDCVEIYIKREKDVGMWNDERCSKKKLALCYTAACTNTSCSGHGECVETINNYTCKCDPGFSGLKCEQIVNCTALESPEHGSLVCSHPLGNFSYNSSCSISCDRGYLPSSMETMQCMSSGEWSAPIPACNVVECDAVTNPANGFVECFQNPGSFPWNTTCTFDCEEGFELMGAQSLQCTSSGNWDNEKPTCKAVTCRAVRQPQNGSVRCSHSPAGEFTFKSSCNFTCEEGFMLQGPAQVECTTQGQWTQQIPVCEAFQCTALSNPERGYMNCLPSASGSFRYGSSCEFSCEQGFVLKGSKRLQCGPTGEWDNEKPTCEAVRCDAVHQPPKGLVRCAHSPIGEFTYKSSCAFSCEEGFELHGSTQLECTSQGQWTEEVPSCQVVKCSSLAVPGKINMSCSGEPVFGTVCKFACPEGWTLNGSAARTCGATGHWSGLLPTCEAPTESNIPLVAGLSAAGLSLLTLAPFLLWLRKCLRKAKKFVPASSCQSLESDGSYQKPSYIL
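System: HUVEC / Compound: single concentration / Signal: immunofluorescence imaging / Read-out: percent E-selectin-positive cells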
RAD54 branch: blocks human RAD54 Holliday junction branch migration; Q92698; FAM/BHQ fluorescence; inhibition, % at 10.4 µM; 360,000 tested, 0.14% active; AID 602329;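 active means mean normalized replicate activity at least 40 and at least half of replicates scoring 40 or more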;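 further: 0% = median of neutral control wells and 100% = median of positive control wells; inhibitors cause a drop in the FAM fluorescence signal; in these data hits start at about 50%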
EWS-Fli inh: inhibitors of EWS/Fli oncoprotein transcriptional activity; 350,000 tested, 0.67% active; AID 651661; A673 NR0B1-luciferase reporter, viability-normalised; inhibition, % at 12.6 µM;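 active means mean inhibition of at least 50% after viability correction, with every replicate also passing that limit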;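 further: firefly luciferase signal divided by Alamar Blue viability fluorescence both relative to DMSO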
esBAF inh: inhibitors of esBAF chromatin remodeling in mouse ES cells; 350,000 tested, 2% active; Bmi1-luciferase knock-in reporter, 24 h; 100% = twice the neutral-well signal; AID 602393; reporter increase, % at 12.5 µM; in the data active means activation above about 40%;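 further: 0% = median of the plate's neutral control wells and 100% = double that signal; a rise in the Bmi1 reporter signal indicates esBAF inhibition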
FN deposit inh: fibronectin deposition inhibition | AH1F fibroblasts, Alexa488-fibronectin deposition fluorescence, overnight | inhibition, % at 12.6 µM | 350,000 tested, 0.086% active;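 active means mean inhibition across replicates of 30% or more, regardless of how many single replicates reach that level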;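 further: positive control wells lacked labelled fibronectin entirely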
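Measured by – fluorescence 485/525 nm · System – AH1F fibroblast monolayer, labelled fibronectin deposition · Amount – 10000 cells per well · Buffer or medium – serum-reduced DMEM (2% serum) · Doses – single dose, pinned · Also added – fluorescent fibronectin at 24 nM final · Schedule – 1 h cell attachment, overnight exposure to compound and label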
RAD52 anneal inh: inhibitors of human RAD52 DNA annealing. 360,000 tested, 0.46% active. P43351. inhibition, % at 18.7 µM. recombinant RAD52 DNA annealing, FRET fluorescence;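 active means every replicate showing at least 50% inhibition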
Xi reactivation: reactivates the inactive X chromosome in mouse fibroblasts; XiGFP mouse fibroblasts, % GFP-positive cells imaging, 3 d; cells co-treated with 5-aza-dC sensitizer; scaled so ellipticine positive control = 100%; activation, % at 7.58 µM; 360,000 tested, 0.055% active;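 active means mean normalized replicate activation at least 10% and every replicate at or above 10%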;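 further: 0% = median of on-plate neutral control wells and 100% = ellipticine 6 µM median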
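System: XiGFP fibroblasts, SV40-immortalized. Medium: DMEM plus 5-aza-dC sensitizer. Doses: single point. Timing: 3 d treatment, 15 min room-temperature fixation. Control set: ellipticine 6 µM.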
S100A4 MyoIIA: S100A4-myosin IIA interaction inhibition; P26447; inhibition, % at 10.7 µM; S100A4/TAMRA-MyoIIA peptide fluorescence polarization; 360,000 tested, 0.14% active; AID 652163;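 active means mean inhibition of at least 70% across replicates, with every replicate also reaching that level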
Target sequence (P26447 whole entry, looked up): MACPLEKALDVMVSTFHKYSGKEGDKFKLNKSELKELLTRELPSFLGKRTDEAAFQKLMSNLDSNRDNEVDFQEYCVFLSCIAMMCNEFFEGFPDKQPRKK
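Test system: S100A4 monomer protein. Medium: HEPES buffer with Ca2+, pH 7.2. Reagent: fluorescent myosin IIA peptide, 5 nM. Compound dosing: single-point compound testing. Timing: 5 min between mix addition and reading. Benchmarks: DMSO neutral and TFP positive wells.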
Active calls of the source: *; / = not tested or not shown.

SMILES	E-sel inducer	RAD54 branch	EWS-Fli inh	esBAF inh	FN deposit inh	RAD52 anneal inh	Xi reactivation	S100A4 MyoIIA
O=C(NCC[C@@H]1CC[C@@H](NC(=O)C2CC2)[C@H](CO)O1)Nc1ccc(Cl)cc1	-0.3	-4	-42	25	-1	16	-0.2	2
CC(C)NC(=O)N(C)C[C@@H]1Oc2cc(C3=CCCCC3)ccc2S(=O)(=O)N([C@H](C)CO)C[C@@H]1C	-0.4	2	-10	5	0	13	0.0	-2
Cc1cc(C(=O)N2CCC2(C)C(=O)NS(=O)(=O)c2ccc(F)cc2F)nn1C (stereo unspecified)	2.5	-8	-5	-4	0	-3	2.0	-1
O=[N+]([O-])c1cccc(-c2cn(-c3ccccc3)c(=S)[nH]2)c1	/	/	-10	12	-5	-13	0.0	-1
COCc1ccc(-c2c(-c3cccc(OC)c3)sc3ccc(OC)cc23)cc1	0.1	-14	7	-10	6	6	0.0	1
CCn1c(-c2cc(-c3cc(C)ccc3C)nc3ccccc23)n[nH]c1=S	/	/	-1	/	1	-8	0.0	2
O=C(Cc1ccc(F)cc1)NC1CCCCCC1	/	-11	-8	2	2	-4	0.2	-1
CCC(=O)N1C[C@H](C)[C@@H](OC)CN(C)C(=O)c2ccc(NC(=O)C3CCOCC3)cc2OC[C@H]1C	0.9	-3	2	-8	/	/	-0.2	/
CNC[C@@H]1Oc2ccc(NC(=O)CCN3CCOCC3)cc2CC(=O)N([C@@H](C)CO)C[C@@H]1C	-0.1	-7	-3	1	3	2	3.4	6
CCC(CC)CN1CCC(CN2C(=O)C(=O)NC[C@@H]2CC(C)C)CC1	-0.1	-2	-6	-6	-1	-19	0.1	-2
COc1ccc(CC(NC(C)=O)C(=O)NC2CCN(c3ncccc3[N+](=O)[O-])CC2)cc1 (stereo unspecified)	3.0	/	1	/	-1	-9	-0.5	-1
CN1C(=O)c2cc(NC(=O)C3CCCCC3)ccc2OC[C@H]2O[C@@H](CC(=O)NCc3ccccc3F)CC[C@H]21	0.1	-4	3	3	-9	-2	-0.1	-16
O=S(=O)(Nc1nc2ccccc2nc1Cl)c1ccc(Br)cc1	-0.2	3	9	6	1	-23	0.4	-2
Cc1cc(=O)oc2cc(OCc3ccc(C(=O)N4CCN(c5ccccc5)CC4)cc3)ccc12	/	/	5	/	-5	-11	0.2	-5
CC1SC(C)C(=O)N(CC(=O)Nc2ccc3c(c2)OCO3)C1=O (stereo unspecified)	/	/	5	/	-7	-9	0.0	-7
CC(C)OCCCn1c(=NC(=O)c2cccs2)c(C#N)cc2c(=O)n3ccccc3nc21	0.0	-12	-10	/	11	-214	-0.1	1
C/C=C/c1ccc2c(c1)O[C@H](CN(C)C(=O)CC)[C@@H](C)CN([C@@H](C)CO)S2(=O)=O	0.1	-1	-5	-4	/	-8	-1.3	-1
C[C@H]1CN([C@@H](C)CO)C(=O)Cc2cc(NC(=O)CCC(F)(F)F)ccc2O[C@@H]1CN(C)C(=O)Nc1ccc2c(c1)OCO2	-3.2	2	-2	-1	/	17	-0.1	2
Cc1ccc(C2=NOC(C)(c3nnc(-c4cccc(Cl)c4)o3)C2)cc1 (stereo unspecified)	19	-6	-7	-13	-5	-11	-0.4	-4
CCN(CC(=O)Nc1c(F)cccc1F)C(=O)C1CCN(C(=O)c2ccc(Cl)cc2)CC1	0.1	8	-1	/	-2	-5	-0.1	3
CC1=C(C(=O)Nc2cc(C(=O)NCCC(C)C)ccc2C)SCCO1	2.7	5	1	-2	-6	-7	0.0	1
O=[N+]([O-])c1ccc(C=Nc2ccc(Cl)c([N+](=O)[O-])c2)s1	16	/	5	-47	8	-10	0.1	-9
COc1ccc(OCCC(=O)NCCN2CCOCC2)cc1	/	/	-6	/	-6	-9	0.0	-4
O=C(NCc1cccnc1)c1cc(-c2ccco2)on1	/	-5	-33	27	/	-13	/	-1
CC(=O)c1ccc(N(C(=O)Cn2nnc3ccccc32)C(C(=O)NCc2ccccc2)c2ccccn2)cc1 (stereo unspecified)	/	-5	62*	/	/	-3	0.1	-5
CC(C)(C)c1cc(NC(=O)CCl)n(-c2ccccc2)n1	-0.5	-5	-9	/	-4	-2	0.9	2
CO[C@H]1CN(C)C(=O)c2cc(NC(=O)C3CC3)ccc2OC[C@H](C)N(C(=O)Cc2ccccn2)C[C@H]1C	0.1	/	7	0	-3	/	0.1	/
CC1CCCCN1C(=O)CN1CCN(S(=O)(=O)c2ccc(Br)cc2Cl)CC1 (stereo unspecified)	/	-9	2	1	-2	-6	0.3	-3
N#C/C(=C/Nc1ccccc1F)S(=O)(=O)c1ccc(Cl)cc1	0.0	/	8	-5	2	-5	0.3	-8
CN(C)CC(=O)N1CC[C@@H]2[C@H](CO)Nc3ccc(-c4ccc(C(=O)N(C)C)cc4)cc3[C@@H]21	0.2	2	7	4	-4	11	0.1	4
O=C(CN1C(=O)C2CCCCC2C1=O)OCC(=O)c1ccc(F)cc1 (stereo unspecified)	/	-9	-7	1	1	-6	0.1	-1
O=C(CNc1ccc2ccccc2c1)NNC1=NCCC1	/	/	0	/	/	-8	0.2	-2
CC(Cc1cccs1)NC(=S)Nc1ccc(F)cc1 (stereo unspecified)	-0.5	-4	0	21	-4	0	0.1	3
Cc1cc(C)cc(OCc2ccc(C(=O)NN)o2)c1	1.8	/	6	/	4	-43	0.0	-2
COc1ccc(CCN2CC(C(=O)NCc3cnn(C)c3)CCC2=O)cc1 (stereo unspecified)	0.0	/	0	/	/	-4	-0.1	11
Cc1ccc2nc(N3C(=O)CNC3=S)sc2c1	0.2	-11	-27	/	-4	-33	0.0	2
O=C(Nc1ccc(F)cc1)N1C[C@@H]2[C@H](c3ccccc31)[C@H](CO)N2C(=O)Cc1ccccc1	-0.2	6	-9	13	/	-7	0.0	2
CCOc1ccc(S(=O)(=O)Nc2cccc(C(=O)NCC3(N4CCCCC4)CCCCC3)c2)cc1	0.1	/	21	-5	-2	-35	0.0	-5
COCCCNC(=O)c1ccc(CS(=O)(=O)c2ccc(OC)cc2)o1	0.1	3	-1	2	10	-6	0.2	28
Cc1ccc(Cl)cc1N1CCN(C(=O)c2noc(C)c2[N+](=O)[O-])CC1	/	6	70*	0	-1	-11	0.3	-4
CC1CN(c2ccc([N+](=O)[O-])c(NCCOc3ccc(Cl)cc3)c2)CC(C)N1 (stereo unspecified)	/	15	33	-3	3	31	0.0	-6
CC1CC(C)CN(CCCNC(=O)C2CCN(c3nnc(-n4cccc4)s3)CC2)C1 (stereo unspecified)	/	-1	0	2	-10	17	0.0	3
C[C@@H]1CN([C@H](C)CO)C(=O)c2c(c3ccccc3n2C)-c2ccccc2CO[C@H]1CN(C)Cc1ccc(Cl)c(Cl)c1	1.7	/	10	/	-9	2	0.6	-5
O=[N+]([O-])c1ccccc1C=NNc1ccccc1	-0.1	-16	-109	91*	3	-3	0.0	-2
C[C@H](CO)N1C[C@H](C)[C@@H](CN(C)Cc2ccc(C(F)(F)F)cc2)Oc2ccc(NS(=O)(=O)c3ccc(F)cc3)cc2CC1=O	-0.1	-6	18	4	/	14	-0.8	-1
C[C@H](CO)N1C[C@H](C)[C@@H](CN(C)C(=O)Nc2ccc3c(c2)OCO3)Oc2c(NC(=O)c3nc4ccccc4s3)cccc2C1=O	-0.1	-2	11	-8	10	9	0.2	-1
CN(CC(=O)NCCc1ccc(S(N)(=O)=O)cc1)S(=O)(=O)c1ccc(Br)s1	0.0	-18	-8	-3	3	-9	0.1	-7
CN(Cc1ccccc1)N=Nc1ccccc1	/	0	-9	/	2	-9	0.1	-3

Full records, quoted from the list. Order of screens: E-sel inducer	RAD54 branch	EWS-Fli inh	esBAF inh	FN deposit inh	RAD52 anneal inh	Xi reactivation	S100A4 MyoIIA
CN(Cc1ccccc1)N=Nc1ccccc1 is listed as /	0	-9	/	2	-9	0.1	-3
C[C@H](CO)N1C[C@H](C)[C@@H](CN(C)Cc2ccc(C(F)(F)F)cc2)Oc2ccc(NS(=O)(=O)c3ccc(F)cc3)cc2CC1=O is listed as -0.1	-6	18	4	/	14	-0.8	-1
CC1CN(c2ccc([N+](=O)[O-])c(NCCOc3ccc(Cl)cc3)c2)CC(C)N1 (stereo unspecified) is listed as /	15	33	-3	3	31	0.0	-6

Going on with the list:
SMILES	E-sel inducer	RAD54 branch	EWS-Fli inh	esBAF inh	FN deposit inh	RAD52 anneal inh	Xi reactivation	S100A4 MyoIIA
O=C(NC(=S)Nc1ccccc1O)c1cncc(Br)c1	0.0	/	-14	/	-1	-33	0.1	0
CCCc1nc2ccccc2n1C(CCSC)C(=O)NC(C)(C)C (stereo unspecified)	1.3	/	10	/	-1	-1	0.2	2
CC(=O)Nc1c2c(nn1-c1ccc(Cl)cc1)CSC2	/	-2	0	-2	13	-6	0.0	5
O=C(NCc1cccc(C(F)(F)F)c1)C1CC(c2ccccc2[N+](=O)[O-])=NO1 (stereo unspecified)	0.1	-2	-5	5	-1	-17	-0.1	3
OC[C@@H]1[C@@H](c2ccc(-c3ccc(F)cc3)cc2)[C@H]2CN(Cc3cccnc3)CCCCN12	0.4	13	-16	-1	/	-3	0.0	-1
S=C1NC[C@H](Cc2ccccc2)N1CCCCC1CCCCC1	/	-1	-12	15	0	-10	0.0	-1
Cc1cc(C)nc(N2CCN(C(=O)CCC(=O)Nc3nnc(C(C)C)s3)CC2)n1	-0.1	-18	-1	/	-3	-8	0.0	-3
C[C@@]12CCC=C[C@H]1[C@H](c1ccoc1)N(Cc1ccccc1)C2=O	0.1	-4	0	3	-2	-19	0.1	1
C[C@H]1CN([C@@H](C)CO)C(=O)c2cc(-c3ccc(C#N)cc3)cnc2O[C@H]1CN(C)Cc1cncnc1	-0.2	/	-22	-6	-1	/	-0.2	/
CNC[C@H]1Oc2ccc(NC(=O)CCCN(C)C)cc2C(=O)N([C@@H](C)CO)C[C@@H]1C	0.0	-11	7	0	-3	-12	-0.9	8
CS(=O)(=O)N1CCN(c2ccccc2NC(=S)NC(=O)c2ccccc2[N+](=O)[O-])CC1	0.4	/	-5	/	6	3	0.0	-3
COc1cccc(-c2nc(CCl)cs2)c1OC	0.5	/	1	/	-1	-5	0.1	-2

Structures listed so far containing an NH in an aromatic ring (two):
SMILES	E-sel inducer	RAD54 branch	EWS-Fli inh	esBAF inh	FN deposit inh	RAD52 anneal inh	Xi reactivation	S100A4 MyoIIA
O=[N+]([O-])c1cccc(-c2cn(-c3ccccc3)c(=S)[nH]2)c1	/	/	-10	12	-5	-13	0.0	-1
CCn1c(-c2cc(-c3cc(C)ccc3C)nc3ccccc23)n[nH]c1=S	/	/	-1	/	1	-8	0.0	2

(further entries)
SMILES	E-sel inducer	RAD54 branch	EWS-Fli inh	esBAF inh	FN deposit inh	RAD52 anneal inh	Xi reactivation	S100A4 MyoIIA
O=C(Nc1cnn(C23CC4CC(CC(C4)C2)C3)c1)c1cnn2cccnc12	/	0	-30	-7	/	-8	/	-3
COc1ccc(S(=O)(=O)Nc2ccc3c(c2)C(=O)N([C@@H](C)CO)C[C@H](C)[C@@H](CN(C)C(=O)Nc2ccc(C(F)(F)F)cc2)OCCCC[C@H](C)O3)cc1	0.2	-7	10	8	-8	-49	0.0	2
CC(=O)c1ccc(N2CCN(C(=O)Cc3n[nH]c(=O)c4ccccc34)CC2)cc1	0.0	6	4	-9	5	-10	0.0	-1
O=C(OC1CCOC1=O)c1cc(-c2cccc(Br)c2)nc2ccccc12 (stereo unspecified)	-0.1	/	7	/	-8	-5	0.0	-6

High-throughput results from PubChem.
